# From PubChem
# Integrin act MD: activators of alpha7 integrin expression for muscular dystrophy. hit rate 0.064% among 350,000. Potency, µM (highest dose often 38.3 µM), without a hit: top-dose activation, hits mostly activators. alpha7betagal myoblasts, beta-gal FDG fluorescence, 48 h; active = well fitted activation curve with a large enough effect; inconclusive = small, poorly fitted or top-dose-only effect; inactive = no such curve, though single readings can be large or run the other way;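 note: potency is the fitted concentration of half-maximal effect; 100% = response of the positive control SU9516; nearly all actives have a fitted effect of over 60% in size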
#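 alpha7betagal+/- myoblasts (passage 13, 250/well) treated 48 h at 37C with compounds at 1:260 dilution of DMSO stock. Lysed, then beta-galactosidase activity read as FDG fluorescence (ex 480/em 540) after 30 min, with pre-read for autofluorescence.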
# KCNH2 WT inh: KCNH2 (human, wildtype) channel inhibition | activity change, % at 1.84 µM | AID 720551 | hit rate 0.37% among 340,000 | U2OS, BacMam KCNH2, thallium flux FluxOr; hits give low values | Q12809;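 active = maximum activity change below -70%; inconclusive = maximum activity change between -70% and -50%; inactive = maximum activity change above -50%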
# Target sequence (Q12809 whole entry, looked up): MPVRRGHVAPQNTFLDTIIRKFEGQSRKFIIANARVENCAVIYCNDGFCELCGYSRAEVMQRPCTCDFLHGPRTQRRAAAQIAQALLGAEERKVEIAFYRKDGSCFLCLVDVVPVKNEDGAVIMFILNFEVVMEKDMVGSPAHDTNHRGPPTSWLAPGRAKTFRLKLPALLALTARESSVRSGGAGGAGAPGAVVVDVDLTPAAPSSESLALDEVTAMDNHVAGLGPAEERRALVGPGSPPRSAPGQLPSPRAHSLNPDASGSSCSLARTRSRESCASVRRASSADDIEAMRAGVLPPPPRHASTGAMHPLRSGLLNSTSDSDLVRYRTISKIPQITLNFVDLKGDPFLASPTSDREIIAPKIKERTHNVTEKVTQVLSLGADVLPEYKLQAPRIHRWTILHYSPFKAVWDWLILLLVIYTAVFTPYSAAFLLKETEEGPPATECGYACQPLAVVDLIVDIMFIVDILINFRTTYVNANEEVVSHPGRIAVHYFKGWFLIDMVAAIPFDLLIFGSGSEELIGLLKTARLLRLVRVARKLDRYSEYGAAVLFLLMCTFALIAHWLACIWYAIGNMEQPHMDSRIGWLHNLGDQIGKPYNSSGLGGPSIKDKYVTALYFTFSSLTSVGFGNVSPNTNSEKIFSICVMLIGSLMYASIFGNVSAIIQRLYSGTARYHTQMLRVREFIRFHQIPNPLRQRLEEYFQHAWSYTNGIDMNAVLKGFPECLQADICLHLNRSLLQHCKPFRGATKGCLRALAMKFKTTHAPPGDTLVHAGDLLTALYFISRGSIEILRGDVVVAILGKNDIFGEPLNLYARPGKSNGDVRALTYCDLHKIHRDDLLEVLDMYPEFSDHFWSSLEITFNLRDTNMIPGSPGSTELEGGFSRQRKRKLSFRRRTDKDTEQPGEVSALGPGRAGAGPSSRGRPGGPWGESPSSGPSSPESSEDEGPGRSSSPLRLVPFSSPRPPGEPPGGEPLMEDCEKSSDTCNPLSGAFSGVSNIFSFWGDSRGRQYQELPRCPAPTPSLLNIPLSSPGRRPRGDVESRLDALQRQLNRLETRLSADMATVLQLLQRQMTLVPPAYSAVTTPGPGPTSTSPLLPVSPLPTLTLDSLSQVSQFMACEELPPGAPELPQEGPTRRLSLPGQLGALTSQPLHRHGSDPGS
#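 U2OS cells were transduced with wild-type KCNH2 virus (2.03 x 10^8 / mL) for 4 h at room temperature, then cultured overnight at 37 C. Thallium flux was read with FluxOr dye. Rate constants were normalized to DMSO controls.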
# KCNH2 3.1 block: blocks the human KCNH2 3.1 channel isoform | U2OS KCNH2 3.1, thallium flux FluxOr; hits give low values | activity change, % (tested at about 1.8 µM) | hit rate 0.95% among 340,000 | AID 720553;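 active = maximum activity change below -70%; inconclusive = maximum activity change from -70% to -50%; inactive = maximum activity change above -50%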;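 note: thallium influx rate constant from kinetic fluorescence after stimulation buffer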
#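 Kinetic fluorescence (2 min after stimulation buffer) measures Tl+ influx through KCNH2 3.1 expressed by viral transduction in U2OS cells; the rate constant is normalized against DMSO controls serving as positive and negative references.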
# An asterisk follows results filed as active; ? = inconclusive; [ ] = dose if it differs, or a comment. Unless noted, % is set by controls: 0 for no effect and ±100 for the full control effect. An excerpt; rates above refer to the full screens.
SMILES,Integrin act MD,KCNH2 WT inh,KCNH2 3.1 block
Nc1ccn([C@@H]2O[C@H](CNCc3cccc4c3sc3ccccc34)[C@@H](O)[C@H]2O)c(=O)n1,4%,0,3
C[C@@H]1CN([C@@H](C)CO)C(=O)CCCn2nncc2CO[C@@H]1CN(C)S(=O)(=O)c1ccc2c(c1)OCCCO2,-11%,-48,-9
COc1ccc(C(=O)Nc2nc(C)cs2)cc1S(=O)(=O)N1CCOCC1,9%,43,9
CCCCCC(=O)N1C[C@@H](O)[C@H](n2cc(-c3ccc(F)cc3)nn2)C[C@@H]1c1ccc(OC)cc1,-3%,16,-46
Cc1c(Cl)cccc1N=C1NC(=O)CS1,7%,16,2
O[C@H]1CN(Cc2cccs2)[C@@H](c2ccccc2)C[C@@H]1n1cc(C2CC2)nn1,12%,-7,5
C[C@@H]1CN([C@@H](C)CO)C(=O)c2cc(NS(C)(=O)=O)ccc2O[C@@H](C)CCCCO[C@H]1CN(C)Cc1ccc2c(c1)OCO2,-8%,6,1
CCCCCCN1C[C@@H](n2cc(-c3ccc(F)cc3)nn2)[C@H](O)C[C@@H]1c1ccccc1,0%,1,-4
Cc1ccc(NC(=S)NNC(=S)NNc2ccccc2)cc1C,-10%,1,8
O=C(COC(=O)c1cccc(F)c1)Nc1cccc(S(=O)(=O)N2CCCCC2)c1,-4%,-12,1
COCC#Cc1ccc2c(c1)O[C@@H](CN(C)C(=O)Nc1ccc(OC)cc1)[C@H](C)CN([C@H](C)CO)S2(=O)=O,-9%,2,8
COc1ccccc1N=NNc1ccccc1OC,2%,4,1
C[C@@H]1CN([C@@H](C)CO)C(=O)CCCn2nncc2CO[C@@H]1CN(C)S(C)(=O)=O,11%,-4,2
C[C@H](CO)N1C[C@H](C)[C@H](CN(C)S(=O)(=O)c2ccccc2C#N)OCc2cnnn2CCCC1=O,9%,4,-13
C=CCC1(CC=C)CCCN1C(=O)C1CCC(=O)N(Cc2ccc(Cl)cc2)C1 (centres undefined),-35%,-8,11
S=c1[nH]cc2cnccn12,0%,-16,0
Cc1ccc(C(=O)OCC(=O)NC2CCCCCCC2)cc1C,3%,4,9
CCN(CC(=O)Nc1ccc2c(c1)OCCO2)C(=O)COc1ccc(C(C)=O)cc1,1%,-3,2
C[C@H](NC(=O)c1ccccc1)C(=O)OCC(=O)Nc1ccc(Cl)cn1,-6%,-2,-18
COc1ccc([C@H]2C[C@@H](O)[C@H](n3cc(C4CC4)nn3)CN2CC2CCCCC2)cc1,19%,-6,-6

# Rewritten with values under each structure: 5 of the compounds above.
# Values run as follows: Integrin act MD	KCNH2 WT inh	KCNH2 3.1 block
> CCCCCCN1C[C@@H](n2cc(-c3ccc(F)cc3)nn2)[C@H](O)C[C@@H]1c1ccccc1
 : 0%	1	-4
> Cc1ccc(NC(=S)NNC(=S)NNc2ccccc2)cc1C
 : -10%	1	8
> O=C(COC(=O)c1cccc(F)c1)Nc1cccc(S(=O)(=O)N2CCCCC2)c1
 : -4%	-12	1
> COCC#Cc1ccc2c(c1)O[C@@H](CN(C)C(=O)Nc1ccc(OC)cc1)[C@H](C)CN([C@H](C)CO)S2(=O)=O
 : -9%	2	8
> COc1ccccc1N=NNc1ccccc1OC
 : 2%	4	1

# Back to the main list, starting seven compounds before the break.
SMILES,Integrin act MD,KCNH2 WT inh,KCNH2 3.1 block
C[C@H](CO)N1C[C@H](C)[C@H](CN(C)S(=O)(=O)c2ccccc2C#N)OCc2cnnn2CCCC1=O,9%,4,-13
C=CCC1(CC=C)CCCN1C(=O)C1CCC(=O)N(Cc2ccc(Cl)cc2)C1 (centres undefined),-35%,-8,11
S=c1[nH]cc2cnccn12,0%,-16,0
Cc1ccc(C(=O)OCC(=O)NC2CCCCCCC2)cc1C,3%,4,9
CCN(CC(=O)Nc1ccc2c(c1)OCCO2)C(=O)COc1ccc(C(C)=O)cc1,1%,-3,2
C[C@H](NC(=O)c1ccccc1)C(=O)OCC(=O)Nc1ccc(Cl)cn1,-6%,-2,-18
COc1ccc([C@H]2C[C@@H](O)[C@H](n3cc(C4CC4)nn3)CN2CC2CCCCC2)cc1,19%,-6,-6
O=C1C=C(c2n[nH]nc2-c2ccccc2)C[C@@H](c2ccc(F)cc2)C1,-18%,-3,-16
COc1ccc(S(=O)(=O)N(C)C[C@@H]2OCc3cnnn3CCCC(=O)N([C@@H](C)CO)C[C@@H]2C)cc1,-8%,-25,11
CC(=O)Nc1cccc(NC(=O)C2CCCO2)c1 (centres undefined),-5%,3,-8
CCCCn1c(N)c(N(CCOC)C(=O)CCS(=O)(=O)c2ccc(C)cc2)c(=O)[nH]c1=O,-3%,9,-6
CC(=O)Nc1ccc(C(=O)OCC(=O)NC2CCCCCC2)cc1,-6%,-1,-4
C[C@H]1CN([C@@H](C)CO)C(=O)CCCn2nncc2CO[C@@H]1CN(C)C(=O)Nc1cccc2ccccc12,-1%,-26,-11
COc1ccccc1NC(=O)CCNC(=O)C1CCN(S(=O)(=O)c2ccccc2)CC1,5%,-7,-2
O=C(Nc1ccc2ccccc2c1)c1ccccc1Cl,2%,-5,1
COc1ccc(C(=O)N2CCOC2CNC(=O)C(=O)NCc2ccccn2)cc1 (centres undefined),-9%,21,-1
O=C1CNc2cc(Cl)ccc2N1,7%,-4,-1
O=C(Nc1ccccn1)C(c1ccccc1)c1ccccc1,-2%,6,-5
Cc1sc2nc(-c3ccccc3F)oc(=O)c2c1C,-16%,-6,9
CC1Cc2ccccc2N1C(=O)COC(=O)c1ccco1 (centres undefined),1%,6,1
CCOc1ccccc1NC(=O)CCNC(=O)N1CC(=O)Nc2ccccc21,-2%,19,-4
Cc1noc(C)c1NC(=O)N(C)C[C@@H]1Oc2ncc(Br)cc2C(=O)N([C@H](C)CO)C[C@@H]1C,9%,-20,-3
Cc1ccc(S(=O)(=O)N2C[C@H]3n4c(=O)ccc(=O)n4C[C@H](OC(=O)Nc4cccs4)[C@@]3(O)C2)cc1,1%,-6,28
COc1ccc(-c2[nH]nc3nc(N4CCN(C(=O)c5ccoc5)CC4)cc(C(F)(F)F)c23)cc1,-46%[inhibitor],6,7
O=C(OCc1cn([C@H]2C[C@H](c3ccccc3)N(CC3CCCCC3)C[C@@H]2O)nn1)c1ccccc1,23%,-5,11
Cc1cc(OCC(=O)OCC(=O)N(Cc2ccccc2)C(C)(C)C)ccc1Cl,3%,4,-9
CCOc1ccc(NC(=O)CN(C)C(=O)c2cc3c(s2)CCC3)cc1OCC,-12%,-5,1
CCc1nc(NCC2CC2)c2nnn(Cc3ccccc3)c2n1,2%,3,1
COc1ccc(C(=O)O)cc1S(=O)(=O)Nc1cc(C(F)(F)F)ccc1N1CCCCC1,15%,-11,-17
COc1ccc(OC(=O)N(C)C[C@H]2OCc3cn(nn3)CCCC(=O)N([C@H](C)CO)C[C@@H]2C)cc1,2%,0,-7
Cc1ccc(N2CC(C(=O)OCC(=O)Nc3c(C)cccc3C)CC2=O)cc1 (centres undefined),-7%,13,-9
CC1(C)CC2(C)CC(=O)C1C(C(=O)O)C2C(=O)O (centres undefined),-3%,3,5
COc1ccc(CCNC(=O)CC(=O)N/N=C\c2ccc(OCC(N)=O)cc2)cc1OC,1%,-23,-4
C[C@@H]1CN([C@@H](C)CO)C(=O)CCCn2nncc2CO[C@H]1CN(C)C(=O)Nc1cccc2ccccc12,-9%,15,3
COc1ccc(CC(=O)NCCc2ccc3c(c2)OCO3)cc1OC,-4%,6,-9
COc1ccccc1C(=O)NCCC(=O)NCCOc1ccc(C)cc1,-16%,-2,-6
COc1ccc(-c2cnc3c(c2)C(=O)N([C@H](C)CO)C[C@@H](C)[C@@H](CN(C)C(=O)NC2CCCC2)O3)cc1,6%,-2,-13
CCN(CC(=O)Nc1c(F)cccc1F)C(=O)c1ccc2c(c1)C(=O)N(c1ccccc1C)C2=O,-18%,-2,5
CC(C)CC1NC(=O)c2cccnc2-n2c1nc1ccccc1c2=O (centres undefined),18%,-1,1
COc1cc(C(=O)NC(=S)Nc2ccc3ccccc3c2)cc(OC)c1OC,-37%,-8,-16
Cc1ccccc1OCCC(=O)OCC(=O)c1c(N)n(CC(C)C)c(=O)n(C)c1=O,-31%,5,?
Cc1ccc(NC(=O)COC(=O)c2ccc3ncsc3c2)c(C)c1,-3%,-5,-14
CC(C)Oc1ccc2ccccc2c1CNC[C@H]1O[C@@H](n2ccc(N)nc2=O)[C@H](O)[C@@H]1O,8%,-6,-7
CCOC(=O)N1CCC(=NNC(N)=O)C1,0%,-3,-5
C[C@H]1CN([C@@H](C)CO)C(=O)CCCn2cc(nn2)CO[C@@H]1CN(C)S(=O)(=O)c1cccc(C#N)c1,14%,-15,-15
CCOC(=O)CSc1nc2nc(Cl)c(Cl)nc2[nH]1,-15%,-3,-1
C[C@H]1COC[C@@H](C/C=C/c2ccccc2)N1c1ccccc1,6%,9,0
OCC1OC(Nc2ccccc2C=NO)C(O)C1O (centres undefined),-8%,-5,1
CCc1cc(-c2nnn(CCC3COCCO3)c2CC)ccc1-c1cn(Cc2ccc3ccccc3c2)nn1 (centres undefined),-30%,0,0
Nc1ccn([C@@H]2O[C@H](CN=C3NS(=O)(=O)c4ccccc43)[C@@H](O)[C@H]2O)c(=O)n1,23%,-9,-22
CCn1c(CC(=O)Nc2ccccc2F)nnc1SCC(=O)NC1=NCCS1,3%,-7,0
O=C(COC(=O)c1cnc(Cl)c(Cl)c1)NC1CCCC1,-18%,-12,2
C[C@@H]1CN([C@H](C)CO)C(=O)CCCn2nncc2CO[C@H]1CN(C)S(=O)(=O)c1ccc(F)cc1,7%,-13,-10
O=C(COC(=O)Cc1ccc(Cl)cc1Cl)NCc1ccco1,12%,5,-14
C[C@H]1CN([C@@H](C)CO)C(=O)CCCn2nncc2CO[C@H]1CN(C)C(=O)Nc1ccnc(N2CCOCC2)c1,22%,20,-5
Nn1c(SCC(=O)NC2CCCC2)nnc1C(F)(F)F,-12%,-1,8
Cc1ccc(S(=O)(=O)CCC(=O)OCCOc2ccc(Br)cc2)cc1,-4%,6,-1
CCOC(=O)c1cnn2c(SC)ncnc12,0%,9,5
COc1ccc([C@H]2C[C@H](O)[C@@H](n3cc(C4CC4)nn3)CN2CC2CCCCC2)cc1,14%,-5,4
N#Cc1ccc(NC(=O)COC(=O)c2cccc(S(=O)(=O)N3CCCC3)c2)cc1,-11%,28,1
Cc1noc(C)c1S(=O)(=O)Nc1ccc2c(c1)C(=O)N([C@H](C)CO)C[C@H](C)[C@H](CN(C)C(=O)NC(C)C)OCCCC[C@@H](C)O2,-20%,-13,-15
CCCc1nc2nc(C)c(NS(=O)(=O)c3ccc(C)c(C)c3)c(=O)n2[nH]1,22%,-4,1
O=C(c1cccs1)N1C[C@@H](n2cc(-c3ccc(F)cc3)nn2)[C@H](O)C[C@@H]1c1ccccc1,1%,?,-7
NC(=O)c1ccsc1NC(=O)COC(=O)Cc1ccccc1[N+](=O)[O-],-7%,-2,-1
COc1ncnc2c1ncn2CCCN(C)CCc1ccccn1,13%,-12,21
OCC[C@@H]1C[C@H](O)[C@@H](O)[C@@]2(OCc3cc(C(F)(F)F)ccc32)O1,0%,-27,8
COc1ccccc1CNCc1ccc2c(c1)OCO2,-9%,8,?

# Following part:
SMILES,Integrin act MD,KCNH2 WT inh,KCNH2 3.1 block
C[C@H]1CN([C@@H](C)CO)C(=O)CCCn2cc(nn2)CO[C@@H]1CN(C)C(=O)Nc1cccc(F)c1,13%,-2,2
O=C(CCC1CCCN(C(=O)c2cc(F)ccc2F)C1)N1CCN(c2ccccn2)CC1 (centres undefined),-9%,-4,-5
COc1ccc(C(C#N)=C2C=C(Cl)C(=NO)C=C2Cl)cc1,-32%,-7,-11
COc1ccc(C(=O)NC2=NCCS2)cc1S(=O)(=O)N1CCOCC1,11%,4,-15
O=C(Cc1cccc([N+](=O)[O-])c1)Nc1ccccc1,-17%,-1,-4
COc1ccc(S(=O)(=O)N2CCOC2CNC(=O)C(=O)NCCCN(C)C)cc1C (centres undefined),-6%,-5,0
CN1CCN(C(=O)C(=O)c2cn(CC(=O)N3CCCCCC3)c3ccccc23)CC1,21%,1,-3
COc1ccc(OC)c(CN2CCN(Cc3ccc(OC)c(OC)c3OC)CC2)c1,-28%,16,-5
c1ccc(CNc2cccnc2)cc1,-4%,-24,11
COc1ccccc1NC(=O)COC(=O)Cn1c(C)csc1=O,-2%,9,7
N#CC(=C1NC(=O)c2ccccc21)c1nc2ccccc2n1CCO,-43%,1,3
COc1ccc2c(c1)CSC(c1ccccc1)C2=O (centres undefined),-15%,5,8
CCC1NC(=O)c2cc3ccccc3cc2-n2c1nc1ccc(F)cc1c2=O (centres undefined),3%,-4,3
C[C@H](CO)N1C[C@H](C)[C@H](CN(C)S(=O)(=O)c2ccc(F)cc2)OCc2cnnn2CCCC1=O,-15%,-15,-11
CC1(C)N=C(N)N=C(N)N1c1ccc(OCC(=O)Nc2ccccc2)c(Cl)c1,-53%[inhibitor],-11,7
